# Screening results (PubChem)
# AmpC inh no detg – AmpC beta-lactamase inhibition without detergent. 330,000 compounds, 0.52% hits. AID 485341. AmpC nitrocefin hydrolysis, absorbance 480 nm, 0.0001% Triton. Potency, µM (titrated, usually from 57.1 µM), without a hit: at the top dose activity change, negative = inhibition, most hits filed as inhibitors. P00811;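 further: potency means the concentration at half of the fitted maximal effect; plate controls were no compound for no effect and no enzyme for full effect; nearly all actives have a fitted effect of over 20% in size; some results filed as inactive show a strong effect at the top dose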
# Target sequence (P00811 whole entry, looked up): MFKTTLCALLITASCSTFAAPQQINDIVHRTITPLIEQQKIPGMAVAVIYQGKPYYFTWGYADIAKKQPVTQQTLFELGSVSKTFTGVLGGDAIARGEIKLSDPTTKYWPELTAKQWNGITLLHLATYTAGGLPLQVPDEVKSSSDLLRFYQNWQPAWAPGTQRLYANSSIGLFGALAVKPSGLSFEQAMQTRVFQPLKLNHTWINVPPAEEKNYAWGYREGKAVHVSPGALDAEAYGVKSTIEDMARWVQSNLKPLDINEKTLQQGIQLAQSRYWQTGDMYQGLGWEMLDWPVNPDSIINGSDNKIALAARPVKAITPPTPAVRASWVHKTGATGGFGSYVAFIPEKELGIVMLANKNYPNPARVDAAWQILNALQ
#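 AmpC (5.3 nM in the dispensed reagent) in 20 mM phosphate pH 7.0 with 0.01% (detergent screen) or 0.0001% Triton X-100 was preincubated with compounds for 15 min at room temperature. Nitrocefin was then added from an 800 uM solution, and hydrolysis was followed at 480 nm.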
# AmpC inh detg – inhibitors of E. coli AmpC beta-lactamase with detergent; P00811; AmpC hydrolysis of nitrocefin, absorbance 480 nm, 0.01% Triton; Potency, µM (series often up to 114 µM), without a hit: top-dose activity change, negative = inhibition, most hits filed as inhibitors; 370,000 compounds, 0.041% hits;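 further: potency means the concentration at half of the fitted maximal effect; 0% = no-compound wells and -100% = no-enzyme wells; nearly all actives have a fitted effect of over 25% in size; some results filed as inactive show a strong effect at the top dose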
#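 20 mM phosphate pH 7.0 + 0.01% (detergent screen) or 0.0001% Triton X-100; 5.3 nM AmpC reagent; cpd preinc 15 min RT; nitrocefin (800 uM stock) to start; A480 q20 s × 4 min; Activity was normalised to no-enzyme and no-compound control wells.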
# LmPK inh – inhibitors of Leishmania mexicana pyruvate kinase; Q27686; purified LmPK, Kinase-Glo ATP luminescence, 1 h; Potency, µM (doses to about 57.5 µM), without a hit: top-dose activity change, negative = inhibition, hits mostly inhibitors; 290,000 compounds, 0.37% hits; AID 1721; further: potency means the concentration at half of the fitted maximal effect
# Target sequence (Q27686 whole entry, looked up): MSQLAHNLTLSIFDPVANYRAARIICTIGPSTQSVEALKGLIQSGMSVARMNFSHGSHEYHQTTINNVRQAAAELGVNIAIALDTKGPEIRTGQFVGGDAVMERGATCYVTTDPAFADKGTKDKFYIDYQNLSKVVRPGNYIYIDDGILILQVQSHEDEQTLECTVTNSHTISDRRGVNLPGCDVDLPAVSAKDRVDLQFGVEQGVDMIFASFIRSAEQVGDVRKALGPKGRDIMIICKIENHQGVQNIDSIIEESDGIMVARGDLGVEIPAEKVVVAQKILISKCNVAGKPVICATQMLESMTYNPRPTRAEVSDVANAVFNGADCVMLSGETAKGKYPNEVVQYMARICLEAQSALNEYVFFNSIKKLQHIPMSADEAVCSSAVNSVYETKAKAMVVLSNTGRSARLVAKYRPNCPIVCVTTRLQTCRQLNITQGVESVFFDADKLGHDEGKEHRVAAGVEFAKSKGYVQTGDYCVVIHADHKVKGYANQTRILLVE
#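 Kinase-Glo luminescence read after 1 h RT reaction of 0.1 nM LmPK with 0.5 mM PEP and 0.1 mM ADP. Activity scaled between uninhibited and enzyme-free controls.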
# TbPYK inhibitor – blocks Trypanosoma brucei pyruvate kinase | Q57TT1 | TbPYK enzyme, Kinase-Glo Plus ATP luminescence, 45 min | Potency, µM (doses to about 76.8 µM), for inactives: at the highest dose activity, negative = inhibition, actives largely listed as inhibitors | 410,000 compounds, 0.12% hits | AID 624173; further: potency means the concentration at half of the fitted maximal effect; nearly all actives have a fitted effect of over 50% in size
#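 Enzyme and substrate buffer are dispensed first and compound is pin-transferred. ADP at 130 uM final then starts the reaction, which runs 45 min at room temperature. Detection reagent is added for 10 min before luminescence is imaged.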
# HCV inhibitor – inhibitors of hepatitis C virus infection | Huh7.5.1 HCVcc-Cre infection, luciferase reporter, 44 h | Potency, µM (titrated, usually from 41.8 µM), for the others: at the highest dose activity change, negative = inhibition, hits mostly inhibitors | 340,000 compounds, 3.4% hits; further: potency means the concentration at half of the fitted maximal effect
#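 Reporter virus HCVcc-Cre (~0.5 moi) infects cells exposed to compound; seeding density 1,000 cells/well with 4 h settling beforehand. Luminescence, 15 sec read, taken 44 h post-infection following a 15 min RT substrate incubation.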
# HCMV antiviral – human cytomegalovirus inhibition | activity change, negative = inhibition, % at 57.5 µM | 410,000 compounds, 4.5% hits | HFF cells, HCMV-luciferase reporter, 72 h; active compounds read low; in the data active means activity change below about -60%; inconclusive means no clear call, values can overlap the other calls; inactive means above about -39%
#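 HFF cells seeded 16 h at 37C, treated with compounds, infected with luciferase-reporter HCMV at MOI 1 PFU/cell; luciferase read at 72 h post infection, normalized to buffer-only and Salinomycin controls.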
# AMA1 RON2 block – AMA1-RON2 (P. falciparum) interaction inhibition. 360,000 compounds, 0.2% hits. AlphaScreen AMA1-biotinylated RON2 peptide binding. Potency, µM (series often up to 58.2 µM), inactives show at the top dose activity change, negative = inhibition, usual class: inhibitors;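 further: potency means the concentration at half of the fitted maximal effect; 0% = vehicle wells and -100% = peptide control; nearly all actives have a fitted effect of over 45% in size; some results filed as inactive show a strong effect at the top dose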
#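 AMA1 (3D7) with his tag at 25 nM final met compounds first, then biotinylated RON2 peptide at 25 nM; detection used donor plus acceptor beads, 10 µg/mL apiece, read by AlphaScreen after 30 min at room temperature.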
# An asterisk follows results filed as active; u = inconclusive; x = no result given; & = joins results of further samples; [ ] = another dose, or the depositor's remark. Unless noted, the call rests on the fitted dose curve; in most records, active means well fitted curve in the direction sought with a large enough effect; inconclusive means small, poorly fitted or top-dose-only effect, or another doubt; inactive means no such curve, though single readings can be large; an effect the other way counts as inactive or inconclusive. Unless noted, on the % scale 0 is the no-effect control and ±100 the full control effect.
1	Cc1ccc(C(=O)NCc2ccco2)cc1S(=O)(=O)N1CCCC1
2	N=C1CCCN1CC(=O)c1cccs1
3	Cc1c(NC(=O)COC(=O)c2ccccc2O)c(=O)n(-c2ccccc2)n1C
4	CC(C)c1cc(-c2cc(-c3ccccc3)on2)nc(NC2CCCC2)n1
5	O=C(Nc1cccc(C(F)(F)F)c1)c1cccnc1N1CCOCC1
assay / entry	1	2	3	4	5
AmpC inh no detg	u	-19%	x	-30%	-11%
AmpC inh detg	3%	2%	x	-6%	u
LmPK inh	-7%	5%	x	4%	-1%
TbPYK inhibitor	-8%	5%	6%	-1%	-1%
HCV inhibitor	2%	13%	x	u	2%
HCMV antiviral	18	8	-2	12	-3
AMA1 RON2 block	-5%	-6%	-1%	-1%	-9%

# Reprinted from the part before: 4 compounds, then new ones.
2	N=C1CCCN1CC(=O)c1cccs1
3	Cc1c(NC(=O)COC(=O)c2ccccc2O)c(=O)n(-c2ccccc2)n1C
4	CC(C)c1cc(-c2cc(-c3ccccc3)on2)nc(NC2CCCC2)n1
5	O=C(Nc1cccc(C(F)(F)F)c1)c1cccnc1N1CCOCC1
6	COC(C[C@@H]1O[C@H]1C(=O)COCc1ccccc1)OC
7	CN(CC(=O)Nc1cccc(C#N)c1)S(=O)(=O)c1cc2c(cc1Cl)NC(=O)CO2
8	O=C(/C=C/Nc1ccc(Nc2ccccc2)cc1)c1cccs1
9	COC(=O)C1=C(C)N(CC2CC2)C(=NCc2cccc(C(F)(F)F)c2)N[C@H]1c1ccccc1
10	O=C(NC1CCCCC1)C1CCCN1C(=O)Nc1ccccc1 (configuration not stated)
assay / entry	2	3	4	5	6	7	8	9	10
AmpC inh no detg	-19%	x	-30%	-11%	x	x	-36%	81%&-24%[activator]	-9%
AmpC inh detg	2%	x	-6%	u	x	-7%	7%	u	-1%
LmPK inh	5%	x	4%	-1%	x	x	-3%	-7%	-5%
TbPYK inhibitor	5%	6%	-1%	-1%	-3%	-2%	-20%	-14%	3%
HCV inhibitor	13%	x	u	2%	8%	x	-10%	u	2%
HCMV antiviral	8	-2	12	-3	7	0	-34	x	-4
AMA1 RON2 block	-6%	-1%	-1%	-9%	18%	x	u	-7%	-7%

11	CC(C)n1cnnc1SCC(=O)Nc1ccc(Br)cc1F
12	Cc1ccc(C)c(Cn2c(SCC(=O)N(C)Cc3ccccc3)nc3ccccc32)c1
13	CCn1nnnc1SCC(=O)Nc1cc(OC)cc(OC)c1
14	COc1ccc(/C=N/NC(=O)C2CCN(c3ncc(C(F)(F)F)cc3Cl)CC2)cc1
15	CCOC(=O)C1=C(C)N(CCCC(=O)O)C(=O)NC1c1cccs1 (configuration not stated)
assay / entry	11	12	13	14	15
AmpC inh no detg	-18%	x	-5%	-25%	x
AmpC inh detg	0%	9%	u	-12%	x
LmPK inh	0%	x	-6%	2%	x
TbPYK inhibitor	1%	5%	u	-21%	-4%
HCV inhibitor	5%	x	-18%	5%	18%
HCMV antiviral	-5	-19	11	-13	-11
AMA1 RON2 block	22%	x	-16%	17%	3%

16	COc1cc(OC)cc(C(=O)N2CCN(C3CCN(Cc4ccccc4)CC3)CC2)c1
17	Cc1cc(CSC(=N)N)c(CSC(=N)N)cc1C
18	CCOC(=O)C1=NNC(C(=O)c2ccc(Cl)cc2)C1c1ccccc1 (configuration not stated)
19	O=C(O)C1Cc2ccccc2CN1C(=O)CSc1nnc2ccccn12 (configuration not stated)
20	O=C(Nc1ccccc1C(F)(F)F)c1ccccc1Br
assay / entry	16	17	18	19	20
AmpC inh no detg	26%	-23%	-15%	-28%	-8%
AmpC inh detg	4%	4%	2%	-1%	-7%
LmPK inh	-18%	-2%	1%	-2%[11.5 µM]	0%
TbPYK inhibitor	8%	-2%	1%	-12%	-1%
HCV inhibitor	-15%	-25%	18%	24%	14%
HCMV antiviral	61	0	-20	7	-11
AMA1 RON2 block	-28%	6%	3%	0%	3%

21	O=C(Cn1c(O)c(/C=C2\C=Nc3ccccc32)sc1=O)N1CCOCC1
22	O=c1[nH]c(=O)n(Cc2ccco2)c(O)c1C=NCCN1CCOCC1
23	Cc1cccc(C)c1OCC(=O)Nc1ccccc1C(=O)N1CCOCC1
24	COc1ccc(N2CCN(C(=O)/C=C/c3ccco3)CC2)cc1
25	COc1ccc(-n2c(SCC(=O)N3CCc4ccccc43)nnc2-c2c[nH]c3ccccc23)cc1
assay / entry	21	22	23	24	25
AmpC inh no detg	62%[activator]	-9%	18%	1%	-35%
AmpC inh detg	4%	-16%	-7%	u	-4%
LmPK inh	3%	3%	-1%	-6%	7%
TbPYK inhibitor	-2%	-13%	-11%	-8%	-3%
HCV inhibitor	u	12%	12%	-4%	-15%[8.37 µM]
HCMV antiviral	-25	-14	12	29	-4
AMA1 RON2 block	-4%	90%[activator]	-6%	13%	2%

26	COc1ccc(Nc2cc(C)c3cc(NC(=O)Cc4ccc(Cl)cc4)ccc3n2)cc1
27	O=C(c1cccc(Cl)c1)N1CCN(C2CCCCCC2)CC1
28	COc1ccc2cc(C3NC(=O)c4ccccc4N3)c(Cl)nc2c1 (configuration not stated)
29	Cc1ccc(NC(=O)Cc2c(F)cccc2Cl)cc1S(=O)(=O)N1CCOCC1
30	COc1ccc(-c2noc(N(C)CC(=O)Nc3cccc(C(F)(F)F)c3)n2)cc1
assay / entry	26	27	28	29	30
AmpC inh no detg	x	10%	-30%	-35%	9%
AmpC inh detg	1%	-7%	u	x	6%
LmPK inh	x	4%	-1%	x	0%
TbPYK inhibitor	-11%	-3%	4%	4%	-1%
HCV inhibitor	x	18%	-10%	-4%	11µM*
HCMV antiviral	-22	8	-20	22	36
AMA1 RON2 block	x	-3%	6%	-5%	9%

31	OC(CNCc1ccc(Cl)cc1)(c1ccccc1)c1ccc(F)cc1 (configuration not stated)
32	O=C(Nc1cccc(Cl)c1)NC1CCN(C2CCCCC2)C1 (configuration not stated)
33	Cc1sc(-c2ccccn2)nc1OC(=O)c1ccc(Cl)c(Cl)c1
34	COc1cccc2c3c(c(C)nc12)CC(C)O3 (configuration not stated)
35	CCCCN(C(=S)Nc1cccc(C)c1C)c1c(N)n(CCC)c(=O)[nH]c1=O
assay / entry	31	32	33	34	35
AmpC inh no detg	0%	-19%	-11%	2%	-21%
AmpC inh detg	4%	-4%	u	-6%	1%
LmPK inh	-5%	0%	1%	0%	-4%
TbPYK inhibitor	3%	-2%	6%	-3%	-2%
HCV inhibitor	-24%	u	14%	9%	2%
HCMV antiviral	5	40	10	1	-6
AMA1 RON2 block	-7%	-5%	32%[activator]	22%	0%

36	CC1Oc2ccccc2C=C1/C=C1/SC(N2CCOCC2)=NC1=O (configuration not stated)
37	C[C@@H]1CCCCO[C@@H](CN(C)Cc2ccc3c(c2)OCO3)[C@@H](C)CN([C@H](C)CO)C(=O)c2cc(NS(=O)(=O)c3ccccc3)ccc2O1
38	COc1cccc(N2CCN(C(=O)c3c(C)nn(-c4ccccc4)c3C)CC2)c1
39	COC(=O)[C@@]1(C)[C@H]2C(=O)N(C)C(=O)[C@H]2[C@H]2CN(C)C(=NC3CCCCC3)N21
40	CSc1ccc(/C=N/NC(=O)c2ccc(O)cc2)cc1
assay / entry	36	37	38	39	40
AmpC inh no detg	34%	x	139%[activator]	-10%	-3%
AmpC inh detg	-1%	x	-8%	x	4%
LmPK inh	0%	x	1%	x	u
TbPYK inhibitor	0%	0%	1%	0%	-27%
HCV inhibitor	1%	x	-24%	-3%	-28%
HCMV antiviral	88	-69*	-27	-9	4
AMA1 RON2 block	-21%	8%	-7%	-4%	-8%

41	COc1ccc(S(=O)(=O)NCC2CCCN(C(=O)CC3CCCC3)C2)cc1 (configuration not stated)
42	CCc1ccc2c(c1)c(N=NC1=NC(=O)CS1)c(O)n2CC
43	CC1CCCCN1CC(=O)Nc1ccc(N2CCCCCC2)cc1 (configuration not stated)
44	Cn1c(Cl)nc2ccccc21
45	O=C1COCCOCCOCCOCC(=O)NCCN1
assay / entry	41	42	43	44	45
AmpC inh no detg	20%	-17%	39%	-14%	-7%
AmpC inh detg	-1%	-3%	-2%	0%	-4%
LmPK inh	1%	0%	-12%	-3%	-11%
TbPYK inhibitor	-15%	-1%	9%	1%	-3%
HCV inhibitor	u	13%	u	-4%	11%
HCMV antiviral	-10	76	0	32	-39
AMA1 RON2 block	16%	-14%	28µM*	1%	-7%

46	Cc1[nH]c2ccccc2c1C(C[N+](=O)[O-])c1ccco1 (configuration not stated)
47	COc1ccc(/C=C2/SC(=S)N(CCCC(=O)Nc3ccccc3C(=O)O)C2=O)cc1
48	CCn1c(=O)c(C(=O)NNC(=O)c2ccccc2Br)c(O)c2ccccc21
49	Cc1ccc(Sc2ccc(S(=O)(=O)Nc3ccc(C(=O)O)cc3)cc2)cc1C
50	Cc1ccc(CN2CC(N3CC=CC3)CS2(=O)=O)cc1 (configuration not stated)
assay / entry	46	47	48	49	50
AmpC inh no detg	-28%	-29%	-34%	-55%	x
AmpC inh detg	3%	4%	u	x	x
LmPK inh	-8%	0%	-2%	x	x
TbPYK inhibitor	-6%	-4%	-1%	8%	5%
HCV inhibitor	-9%	28%	u	15%	x
HCMV antiviral	-20	-34	10	-15	-17
AMA1 RON2 block	-10%	-7%	82%[activator]	-9%	19%

51	O=C(NC1CCN(S(=O)(=O)c2cccc(Cl)c2)CC1)C1CCCCC1
52	O=C(COC(=O)c1c(Cl)ccc(Cl)c1Cl)NC(=O)NCc1ccccc1
53	CCC(=O)Nc1nnc(S(=O)(=O)N(CC)c2cc(C)cc(C)c2)s1
54	Cc1ccc2oc(C(=O)N3CCN(CC(=O)NC(C)C)CC3)c(C)c2c1
55	CCCOc1ccc(C2C(C(=O)c3ccco3)=C(O)C(=O)N2CCN2CCOCC2)cc1OC (configuration not stated)
56	CSCCC(NC(=O)c1ccc(Cl)cc1)C(=O)OCC(=O)c1ccc[nH]1 (configuration not stated)
57	O=C(c1cc(-c2cccc3ccccc23)nc2ccccc12)N1CCN(CCO)CC1
assay / entry	51	52	53	54	55	56	57
AmpC inh no detg	-5%	-13%	-20%	66%[activator]	1%	-23%	104%[activator]
AmpC inh detg	-12%	u	0%	u	0%	u	x
LmPK inh	4%	1%	0%	2%	-3%	5%	x
TbPYK inhibitor	-5%	1%	1%	-1%	x	-4%	1%
HCV inhibitor	-10%	u	u	-2%	x	8%	3%
HCMV antiviral	-11	u	-24	49	x	10	-15
AMA1 RON2 block	19%	-5%	2%	13%	x	-6%[11.6 µM]	17%
